GAA spleen mod: inhibitors or activators of human alpha-glucosidase in spleen homogenate | Potency, µM (highest dose often 79.9 µM), inactives show at the top dose activity change, negative = inhibition, hits mostly inhibitors | hit rate 0.006% among 240,000 | P10253 | AID 2112 | human spleen homogenate, 4-MU-alpha-glucoside fluorescence;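 further: 0% = enzyme with vehicle and -100% = no enzyme basal signal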
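AC50 values come from Hill-equation fits of concentration-response data, normalized to no-enzyme and full-activity controls. Enzyme source: 1 ug human spleen homogenate; 1 mM fluorogenic 4-MU glucoside, pH 5.0 citrate buffer, 37 C, 40 min.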
aGal spleen mod: inhibits or activates alpha-galactosidase in human spleen homogenate; P06280; human spleen homogenate, 4MU-alpha-Gal fluorescence, 40 min; Potency, µM (doses to about 80 µM), for inactives: at the top dose activity change, negative = inhibition, most hits filed as inhibitors; hit rate 0.008% among 240,000; AID 2107;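 further: 0% = enzyme with vehicle and -100% = no enzyme basal signal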
Target sequence (P06280 32-429 limits assumed): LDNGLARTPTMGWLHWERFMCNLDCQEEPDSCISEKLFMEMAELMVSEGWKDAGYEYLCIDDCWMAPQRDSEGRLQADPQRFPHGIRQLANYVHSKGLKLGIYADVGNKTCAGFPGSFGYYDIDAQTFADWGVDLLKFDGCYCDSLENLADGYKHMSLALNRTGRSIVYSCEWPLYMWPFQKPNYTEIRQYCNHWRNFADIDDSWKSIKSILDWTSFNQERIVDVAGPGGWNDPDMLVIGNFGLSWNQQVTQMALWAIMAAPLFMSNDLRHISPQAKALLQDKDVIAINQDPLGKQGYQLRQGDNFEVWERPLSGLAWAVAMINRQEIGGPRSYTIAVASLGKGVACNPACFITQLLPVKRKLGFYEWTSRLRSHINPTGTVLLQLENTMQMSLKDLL
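Spleen homogenate 1 ug + cpd (titration) + 4-MU-alpha-D-galactopyranoside 1 mM; 37C 40 min; 50 mM citrate/phosphate pH 5.0, 0.01% Tween-20; stop pH 10; fluorescence 365/440; AC50 via Hill.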
NPSR antagonist: antagonists of human neuropeptide S receptor cAMP signaling | Q6W5P4 | CHO-NPSR cells, cAMP TR-FRET, antagonist mode | hit rate 1% among 220,000 | Potency, µM (series often up to 38.3 µM), for the others: at the highest dose activity change, negative = inhibition, usual class: inhibitors; further: on the % scale 0 is the no-effect control and ±100 the full control effect; nearly all actives have a fitted effect of over 50% in size; many of its hits are not listed in these tables
GAA inh: inhibitors of human lysosomal alpha-glucosidase; P10253; purified human GAA, 4-MU-alpha-glucoside fluorescence; Potency, µM (series often up to 76.9 µM), inactives show top-dose activity change, negative = inhibition, hits mostly inhibitors; hit rate 0.005% among 200,000;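 further: plate controls were uninhibited enzyme wells for no effect and no-enzyme background for full effect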
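Human alpha-glucosidase, 4 nM, pre-mixed with test compounds before 400 uM 4-methylumbelliferyl substrate; 20 min room temperature at pH 5.0. Fluorescence read after pH 10 stop; AC50 values from Hill-equation fits.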
Tau fluor cs: counter-screen for tau fibril formation inhibitors; tau K18 P301L (four-repeat tau fragment) Alexa594 fluorescence, heparin fibrillization; Potency, µM (titrated, usually from 57.7 µM), inactives show top-dose activity change, negative = decrease; hit rate 0.93% among 280,000; further: on the % scale 0 is the no-effect control and ±100 the full control effect; nearly all actives have a fitted effect of over 55% in size
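Human K18 P301L tau (15 uM unlabeled plus 0.24 uM Alexa 594-labeled, final) in 100 mM sodium acetate pH 7 was mixed with compound and 20 uM heparin and incubated 6 hr at 37 C.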
GAA glycogen mod: inhibitors or activators of human alpha-glucosidase glycogen cleavage | P10253 | recombinant GAA, glycogen substrate, Amplex Red glucose oxidase fluorescence | Potency, µM (highest dose often 76.4 µM), without a hit: at the highest dose activity change, negative = inhibition, usual class: inhibitors | hit rate 0.38% among 300,000 | AID 2100;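 further: 0% = full enzyme reaction and -100% = no-enzyme basal signal; the screen sought inhibitors and activators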
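qHTS, 1536-well; enzyme 4 nM final; cpd up to 77 uM; substrate bovine liver glycogen 30 ug; 50 mM citrate/phosphate pH 5.0, 0.01% Tween-20; 37 C, 40 min; Amplex Red detection 45 min RT; Hill fit → AC50.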
ALDH1A1 inh: ALDH1A1 (human) enzyme inhibition. Purified ALDH1A1, NADH fluorescence, propionaldehyde substrate. Potency, µM (series often up to 75.3 µM), without a hit: at the highest dose activity, negative = inhibition, usual class: inhibitors. hit rate 7.3% among 220,000. AID 1030; active means well fitted inhibition curve with a large enough effect, not every such curve was filed as active; inconclusive means small, poorly fitted or top-dose-only effect, or another doubt; inactive means no such curve, though single readings can be large or run the other way;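 further: plate controls were no enzyme wells and a reference inhibitor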
Target sequence (P00352 whole entry, looked up): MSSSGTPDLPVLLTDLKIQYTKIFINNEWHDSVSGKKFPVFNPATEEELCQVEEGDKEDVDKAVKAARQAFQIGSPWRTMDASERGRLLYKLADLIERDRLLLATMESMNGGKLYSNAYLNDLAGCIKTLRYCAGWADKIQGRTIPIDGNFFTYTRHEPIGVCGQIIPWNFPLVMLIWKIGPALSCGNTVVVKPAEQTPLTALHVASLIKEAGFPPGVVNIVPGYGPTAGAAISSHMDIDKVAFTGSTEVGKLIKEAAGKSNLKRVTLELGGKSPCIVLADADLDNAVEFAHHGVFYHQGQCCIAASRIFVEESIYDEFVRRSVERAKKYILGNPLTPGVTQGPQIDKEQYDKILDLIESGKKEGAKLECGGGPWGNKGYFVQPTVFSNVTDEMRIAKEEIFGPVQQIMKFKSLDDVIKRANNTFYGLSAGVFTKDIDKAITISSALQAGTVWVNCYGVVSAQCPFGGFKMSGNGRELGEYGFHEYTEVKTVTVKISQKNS
Epigenetic derep: regulators of epigenetic silencing causing reporter derepression in mouse cells. murine LDR cells, GFP reporter derepression, 30 h. Potency, µM (series often up to 53.9 µM), for inactives: at the highest dose GFP activation, most hits filed as activators. hit rate 0.2% among 280,000. AID 1865; further: % of control where 0% means no effect; nearly all actives have a fitted effect of over 60% in size
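In this reporter-derepression format, murine cells bearing a silenced integrated CMV-GFP locus incubate with test compound (30 h, 37 C), then are washed and imaged; fluorescent objects of 20–120 um count as induced cells.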
Numbers without * were called inactive; & = joins results of further samples; [ ] = dose if it differs, or a comment. Unless noted, the call rests on the fitted dose curve; in most records, active means well fitted curve in the direction sought with a large enough effect; inconclusive means small, poorly fitted or top-dose-only effect, or another doubt; inactive means no such curve, though single readings can be large; an effect the other way counts as inactive or inconclusive. Potency means the concentration at half of the fitted maximal effect. These rows are one share of the data; the hit share may differ from the screen's.

How did COCCNC(=S)NC(=O)c1ccc(C(C)(C)C)cc1 do in these assays?
GAA spleen mod: -1%; aGal spleen mod: -13%; NPSR antagonist: -45%; GAA inh: 2%; Tau fluor cs: -22%; GAA glycogen mod: -2%; ALDH1A1 inh: inconclusive; Epigenetic derep: -1.5%

How did O=C(O)COc1ccccc1/C=C1\SC(=O)N(Cc2ccc(F)cc2)C1=O do in these assays?
GAA spleen mod: -1%; aGal spleen mod: 4%; NPSR antagonist: -22%; GAA inh: -5%; Tau fluor cs: -4%; GAA glycogen mod: -3%; ALDH1A1 inh: -6%; Epigenetic derep: 1.6%

Results for CS(=O)(=O)N(CC(=O)NCc1ccc2c(c1)OCO2)Cc1ccccc1 ?
GAA spleen mod: -2%; aGal spleen mod: 1%; NPSR antagonist: -12%[46.1 µM]; GAA inh: 3%; Tau fluor cs: -6%; GAA glycogen mod: -4%; ALDH1A1 inh: 21%; Epigenetic derep: 0.0%

What do the screens show for `COc1ccc(/C=C/C(=O)NCCCn2ccnc2)cc1`?
GAA spleen mod: 0%; aGal spleen mod: -2%; NPSR antagonist: 7%; GAA inh: -7%; Tau fluor cs: 4%; GAA glycogen mod: 0%; ALDH1A1 inh: 8%; Epigenetic derep: -0.4%

How did O=C(c1cccs1)N1N=C(c2ccccc2)CC1c1ccc(O)cc1 (stereo unspecified) do in these assays?
GAA spleen mod: -1%; aGal spleen mod: 2%; NPSR antagonist: -28%; GAA inh: inconclusive; Tau fluor cs: inconclusive; GAA glycogen mod: -4%; ALDH1A1 inh: inconclusive; Epigenetic derep: 3.2%

Results for CN1CC(=O)N(CC(=O)Nc2ccc(F)cc2)c2ccccc2C1=O ?
GAA spleen mod: 0%; aGal spleen mod: 0%; NPSR antagonist: -3%[46.1 µM]; GAA inh: -3%; Tau fluor cs: 3%; GAA glycogen mod: -1%; ALDH1A1 inh: 12%; Epigenetic derep: -2.6%

What do the screens show for `COc1ccc(Cn2cnc([N+](=O)[O-])c2)cc1[N+](=O)[O-]`?
GAA spleen mod: -1%; aGal spleen mod: -13%; NPSR antagonist: -21%; GAA inh: -16%; Tau fluor cs: -3%; GAA glycogen mod: 0%; ALDH1A1 inh: inconclusive; Epigenetic derep: -1.3%

How did CCn1c(C(C)NC(=O)c2ccc(OC)c(OC)c2)nc2ccccc21 (stereo unspecified) do in these assays?
GAA spleen mod: -3%; aGal spleen mod: -7%; NPSR antagonist: 22%[46.1 µM]; GAA inh: -6%; Tau fluor cs: -5%; GAA glycogen mod: -4%; ALDH1A1 inh: -6%; Epigenetic derep: 0.0%

Results for CCCCCCCCCCCCC/C=C/[C@@H](O)[C@H](CO)NCCCCCCCC ?
GAA spleen mod: -2%&-4%; aGal spleen mod: -20%&-8%; Tau fluor cs: 0%&-6%; ALDH1A1 inh: -4%; Epigenetic derep: -1.1%&0.0%

Results for O=C(NCc1ccncc1)c1nc(-c2cccs2)no1 ?
GAA spleen mod: -8%; aGal spleen mod: -4%; NPSR antagonist: 13%; GAA inh: -2%; Tau fluor cs: 5%; GAA glycogen mod: 6%; ALDH1A1 inh: 7%; Epigenetic derep: -0.4%

What do the screens show for `CC1CCCCC1NC(=O)CCn1c(=O)oc2ccccc21` (stereo unspecified)?
GAA spleen mod: 1%; aGal spleen mod: 0%; NPSR antagonist: -3%; GAA inh: 4%; Tau fluor cs: 1%; GAA glycogen mod: -1%; ALDH1A1 inh: -1%; Epigenetic derep: -1.0%

How did COC(=O)CCC(=O)OC1(C)C(=O)C=C2C=C(C3CC3)N(CC(C)C)C=C2C1=O (stereo unspecified) do in these assays?
GAA spleen mod: 6%[17.4 µM]; aGal spleen mod: 3%[17.5 µM]; NPSR antagonist: 5%; Tau fluor cs: -8%[11.6 µM]; GAA glycogen mod: 25%; ALDH1A1 inh: 7%[13.5 µM]; Epigenetic derep: -3.2%

What do the screens show for `Cc1c(Cl)cccc1NC(=O)N1CCCC1`?
GAA spleen mod: -3%; aGal spleen mod: -7%; NPSR antagonist: -6%; GAA inh: 7%; Tau fluor cs: -3%; GAA glycogen mod: -2%; ALDH1A1 inh: 0%; Epigenetic derep: -3.6%

What do the screens show for `O=C(O)c1cc2ccccc2n1-c1ccccc1`?
GAA spleen mod: -6%; aGal spleen mod: 13%; NPSR antagonist: -16%[46.1 µM]; GAA inh: 0%; Tau fluor cs: 9%; GAA glycogen mod: -1%; ALDH1A1 inh: 17%; Epigenetic derep: 3.0%

Results for O=c1[nH]c(CSc2nnc(Nc3ccccc3)s2)nc2ccccc12 ?
GAA spleen mod: 2%; aGal spleen mod: -6%; NPSR antagonist: -10%; GAA inh: 2%; Tau fluor cs: -8%; GAA glycogen mod: 5%; ALDH1A1 inh: 20%; Epigenetic derep: 15%

Results for O=C(/C=C/c1ccccc1[N+](=O)[O-])NCc1ccccc1Cl ?
GAA spleen mod: 3%; aGal spleen mod: 2%; NPSR antagonist: -11%; GAA inh: -10%; Tau fluor cs: -12%; GAA glycogen mod: -5%; ALDH1A1 inh: inconclusive; Epigenetic derep: 4.1%

How did Cc1c(C#N)c(N)nc2c3c(sc12)NC(=O)CC3c1ccc(F)cc1 (stereo unspecified) do in these assays?
GAA spleen mod: 19%; aGal spleen mod: inconclusive; NPSR antagonist: 0%[46.1 µM]; GAA inh: 2%; Tau fluor cs: -1%; GAA glycogen mod: 17%; ALDH1A1 inh: 11%; Epigenetic derep: 0.0%

What do the screens show for `CC(=O)Nc1ccc(NC(=O)CSc2nnc(C3CC3)n2C)cc1`?
GAA spleen mod: -15%; aGal spleen mod: 12%; NPSR antagonist: -9%[46.1 µM]; GAA inh: 6%; Tau fluor cs: -1%; GAA glycogen mod: 5%; ALDH1A1 inh: -14%; Epigenetic derep: -3.5%

What do the screens show for `COC(=O)COc1ccc(S(=O)(=O)NCCC2=CCCCC2)cc1C`?
GAA spleen mod: -6%; aGal spleen mod: -3%; NPSR antagonist: -29%[46.1 µM]; GAA inh: -8%; Tau fluor cs: -9%; GAA glycogen mod: -9%; ALDH1A1 inh: -6%; Epigenetic derep: -0.9%

How did Cn1cccc1/C=C1/SC(=S)N(CC(=O)O)C1=O do in these assays?
GAA spleen mod: -14%; aGal spleen mod: -15%; NPSR antagonist: -16%; GAA inh: inconclusive; Tau fluor cs: -12%; GAA glycogen mod: -14%; ALDH1A1 inh: 28µM*; Epigenetic derep: 13%

4 entries picked at random from the list so far:
What do the screens show for `CC1CCCCC1NC(=O)CCn1c(=O)oc2ccccc21` (stereo unspecified)?
GAA spleen mod: 1%; aGal spleen mod: 0%; NPSR antagonist: -3%; GAA inh: 4%; Tau fluor cs: 1%; GAA glycogen mod: -1%; ALDH1A1 inh: -1%; Epigenetic derep: -1.0%

How did Cc1c(C#N)c(N)nc2c3c(sc12)NC(=O)CC3c1ccc(F)cc1 (stereo unspecified) do in these assays?
GAA spleen mod: 19%; aGal spleen mod: inconclusive; NPSR antagonist: 0%[46.1 µM]; GAA inh: 2%; Tau fluor cs: -1%; GAA glycogen mod: 17%; ALDH1A1 inh: 11%; Epigenetic derep: 0.0%

What do the screens show for `O=C(O)c1cc2ccccc2n1-c1ccccc1`?
GAA spleen mod: -6%; aGal spleen mod: 13%; NPSR antagonist: -16%[46.1 µM]; GAA inh: 0%; Tau fluor cs: 9%; GAA glycogen mod: -1%; ALDH1A1 inh: 17%; Epigenetic derep: 3.0%

How did Cn1cccc1/C=C1/SC(=S)N(CC(=O)O)C1=O do in these assays?
GAA spleen mod: -14%; aGal spleen mod: -15%; NPSR antagonist: -16%; GAA inh: inconclusive; Tau fluor cs: -12%; GAA glycogen mod: -14%; ALDH1A1 inh: 28µM*; Epigenetic derep: 13%

Continued.
Results for CCOC(=O)CN1CC23C=CC(O2)C(C(=O)NCc2ccc(F)cc2)C3C1=O (stereo unspecified) ?
GAA spleen mod: 0%; aGal spleen mod: 3%; NPSR antagonist: 6%[46.1 µM]; GAA inh: -1%; Tau fluor cs: -4%; GAA glycogen mod: 1%; ALDH1A1 inh: -4%; Epigenetic derep: 0.9%

How did CCOC(=O)C(c1ccc(OC)c(OC)c1)C1c2ccccc2C=C(C)N1C(=O)OC (stereo unspecified) do in these assays?
GAA spleen mod: 6%[17.4 µM]; aGal spleen mod: -2%[17.5 µM]; Tau fluor cs: -3%[11.6 µM]; ALDH1A1 inh: 19%[13.5 µM]

Results for O=C(Cn1[nH]c(=O)c2ccccc2c1=O)Nc1cccc(S(=O)(=O)N2CCCCCC2)c1 ?
GAA spleen mod: -18%; aGal spleen mod: 11%; NPSR antagonist: -17%; GAA inh: -6%; Tau fluor cs: inconclusive; GAA glycogen mod: 2%; ALDH1A1 inh: -13%; Epigenetic derep: 1.8%

How did CC(=O)OC1c2ccccc2C(=O)N1Cc1ccccc1 (stereo unspecified) do in these assays?
GAA spleen mod: 1%; aGal spleen mod: 2%; NPSR antagonist: -8%[46.1 µM]; GAA inh: -10%; Tau fluor cs: 0%; GAA glycogen mod: 1%; ALDH1A1 inh: -2%; Epigenetic derep: 1.6%

Results for O=C(O)/C=C/C(=O)NNc1ncnc2ccccc12 ?
GAA spleen mod: 1%; aGal spleen mod: 4%; NPSR antagonist: 5%; Tau fluor cs: -11%; GAA glycogen mod: 4%; Epigenetic derep: 0.0%

How did CCOc1ccccc1NC(=O)C(=O)NCC1CCCN1CC (stereo unspecified) do in these assays?
GAA spleen mod: -6%; aGal spleen mod: -16%; NPSR antagonist: -11%[46.1 µM]; GAA inh: -4%; Tau fluor cs: 1%; GAA glycogen mod: -5%; ALDH1A1 inh: 2%; Epigenetic derep: -1.2%

What do the screens show for `COc1ccccc1NS(=O)(=O)c1ccc(O)c(C(=O)OCc2cccc([N+](=O)[O-])c2)c1`?
GAA spleen mod: 4%; aGal spleen mod: 2%; NPSR antagonist: -27%; GAA inh: -4%; Tau fluor cs: inconclusive; GAA glycogen mod: -4%; ALDH1A1 inh: -8%; Epigenetic derep: -0.3%

Results for O=C(NNc1ccccc1Br)C(O)(c1cccc(C(F)(F)F)c1)c1cccc(C(F)(F)F)c1 ?
GAA spleen mod: -1%; aGal spleen mod: -4%; NPSR antagonist: inconclusive; GAA inh: inconclusive; Tau fluor cs: inconclusive; GAA glycogen mod: 9%; ALDH1A1 inh: -2%; Epigenetic derep: inconclusive

Compound activity as filed in PubChem.
